GLS inhibitor – blocks human kidney-isoform glutaminase activity. O94925. GLS enzymatic activity, qHTS titration. Potency, µM (titrated, usually from 45.5 µM), inactives show at the top dose activity change, negative = inhibition, most hits filed as inhibitors. actives 0.21% (n = 410,000); further: potency means the concentration at half of the fitted maximal effect; on the % scale 0 is the no-effect control and ±100 the full control effect
Target sequence (O94925 whole entry, looked up, canonical isoform): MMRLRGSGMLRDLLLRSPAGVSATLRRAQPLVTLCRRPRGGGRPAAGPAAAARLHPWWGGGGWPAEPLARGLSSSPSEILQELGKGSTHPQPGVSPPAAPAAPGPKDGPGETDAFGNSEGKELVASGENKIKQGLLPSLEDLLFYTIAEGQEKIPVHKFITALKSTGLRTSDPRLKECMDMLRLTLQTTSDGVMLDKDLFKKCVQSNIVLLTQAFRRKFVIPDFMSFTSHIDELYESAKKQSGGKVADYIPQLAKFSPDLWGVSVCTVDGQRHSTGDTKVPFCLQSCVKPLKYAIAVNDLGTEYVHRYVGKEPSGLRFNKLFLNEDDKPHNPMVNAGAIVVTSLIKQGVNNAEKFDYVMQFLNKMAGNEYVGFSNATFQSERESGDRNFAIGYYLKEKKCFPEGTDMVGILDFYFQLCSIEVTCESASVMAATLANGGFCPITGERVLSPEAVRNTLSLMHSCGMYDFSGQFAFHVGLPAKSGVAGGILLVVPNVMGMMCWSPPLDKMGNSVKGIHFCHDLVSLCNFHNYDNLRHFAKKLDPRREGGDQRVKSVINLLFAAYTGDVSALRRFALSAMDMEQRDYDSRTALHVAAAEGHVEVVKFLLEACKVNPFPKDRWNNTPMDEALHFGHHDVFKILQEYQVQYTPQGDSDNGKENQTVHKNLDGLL
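Glutamate formation by hKGA was monitored fluorometrically using coupled glutamate oxidase, HRP and Amplex Red. Substrate was added as 1 mM L-glutamine solution; incubation was 30 min at RT after an initial read.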
G9a block – G9a (human) methyltransferase inhibition | G9a H3K9 monomethylation, AlphaScreen, 2 h | Potency, µM (titrated, usually from 102 µM), for the others: at the top dose activity, negative = inhibition, usual class: inhibitors | actives 8.8% (n = 350,000); further: potency means the concentration at half of the fitted maximal effect; on the % scale 0 is the no-effect control and ±100 the full control effect; nearly all actives have a fitted effect of over 75% in size
Target sequence (Q96KQ7 913-1193 limits assumed): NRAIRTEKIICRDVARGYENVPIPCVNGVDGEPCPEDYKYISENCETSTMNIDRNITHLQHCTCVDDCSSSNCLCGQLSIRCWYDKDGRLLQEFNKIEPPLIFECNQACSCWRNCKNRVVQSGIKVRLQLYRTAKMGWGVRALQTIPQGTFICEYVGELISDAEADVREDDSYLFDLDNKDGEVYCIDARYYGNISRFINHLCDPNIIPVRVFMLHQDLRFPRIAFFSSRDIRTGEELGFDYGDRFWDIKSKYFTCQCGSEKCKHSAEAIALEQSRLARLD
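Compounds were preincubated with 20 nM G9a for 15 min, after which biotinylated H3K9 peptide (500 nM) and SAM (20 uM) started a 2 h room-temperature reaction. Monomethylated product was quantified by antibody-based AlphaScreen chemiluminescence.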
Pin1 inhibitor – human Pin1 inhibition. Pin1 FP peptide displacement, HiFluor488, 10 min. Potency, µM (top dose mostly 115 µM), inactives show top-dose activity, negative = inhibition, usual class: inhibitors. actives 0.009% (n = 390,000); active means well fitted inhibition curve with a large enough effect in the polarisation, with a control signal flat, not every such curve was filed as active; inconclusive means small, poorly fitted or top-dose-only effect, or effect the other way, or a change in a side signal; inactive means no such curve, though single readings can be large or run the other way; the % refers to the polarisation; further: potency means the concentration at half of the fitted maximal effect; on the % scale 0 is the no-effect control and ±100 the full control effect
HP1b chromo inh – HP1-beta chromodomain-methylated histone interaction inhibition; AlphaScreen HP1-beta / biotin-H3K9me3 peptide binding; Potency, µM (titrated, usually from 114 µM), inactives show top-dose activity change, negative = inhibition, usual class: inhibitors; actives 0.56% (n = 390,000); AID 540317; further: potency means the concentration at half of the fitted maximal effect; nearly all actives have a fitted effect of over 70% in size; inactives centre near 23
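AlphaScreen: HP1-beta (50 nM) preformed 30 min with biotin-H3(1-18)K9me3 peptide (50 nM) in PBS pH 7.4, 0.01% Tween-20. Compound added for 30 min at RT, then streptavidin donor/nickel chelate acceptor beads (10 ug/mL) for 30 min.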
POLH inh – DNA polymerase eta (human) inhibition; Q9Y253; actives 1.2% (n = 390,000); recombinant Pol eta, fluorescent DNA replication assay; Potency, µM (titrated, usually from 114 µM), inactives show at the highest dose activity change, negative = inhibition, most hits filed as inhibitors; further: potency means the concentration at half of the fitted maximal effect; on the % scale 0 is the no-effect control and ±100 the full control effect
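Fluorescent replication assay: 50 nM final substrate added after a 15 min room-temperature compound preincubation with 10 nM enzyme. Signal taken at 0 min and again at 10 min.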
JMJD2A Tudor inh – inhibitors of human JMJD2A Tudor domain. AlphaScreen JMJD2A-Tudor / H3K4me3 peptide binding. Potency, µM (series often up to 114 µM), for the others: at the highest dose activity change, negative = inhibition, actives largely listed as inhibitors. actives 4.4% (n = 390,000). AID 504339; further: potency means the concentration at half of the fitted maximal effect; on the % scale 0 is the no-effect control and ±100 the full control effect; nearly all actives have a fitted effect of over 50% in size
BAZ2B block – inhibitors of human BAZ2B bromodomain. Q9UIF8. AlphaScreen BAZ2B-H3K14Ac peptide displacement. Potency, µM (top dose mostly 114 µM), for inactives: at the top dose activity change, negative = inhibition, most hits filed as inhibitors. actives 4.4% (n = 360,000). AID 504333; further: potency means the concentration at half of the fitted maximal effect; on the % scale 0 is the no-effect control and ±100 the full control effect; nearly all actives have a fitted effect of over 60% in size
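Multi-concentration screen (max 110 uM) measuring displacement of acetylated histone H3 peptide from BAZ2B by AlphaScreen, using 50 nM protein, 50 nM peptide and 10 ug/mL streptavidin donor plus Ni-chelate acceptor beads.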
PGK inhibitor – inhibitors of T. brucei phosphoglycerate kinase. actives 0.043% (n = 380,000). Potency, µM (series often up to 57.5 µM), without a hit: at the top dose activity change, negative = inhibition, usual class: inhibitors. PGK/GAPDH coupled, Kinase-Glo luminescence, 60 min. P07378; further: potency means the concentration at half of the fitted maximal effect; on the % scale 0 is the no-effect control and ±100 the full control effect; nearly all actives have a fitted effect of over 60% in size
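Luminescent ATP detection (Kinase-Glo Plus) follows a 60-minute room-temperature incubation, with wells lacking PGK as controls. Buffer: 100 mM TEA (pH 7.6), 5 mM MgCl2, 0.01% Tween-20. Coupling enzyme GAPDH (100 nM final) supplies unstable 1,3-BPG in-well.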
PI4K2A block – inhibitors of human PI4K2A | activity change, negative = inhibition, % at 76.9 µM | AID 1346378 | actives 0.13% (n = 420,000) | Q9BTU6 | purified PI4K2A, ADP-Glo luminescence, 1 h; active compounds read low; in the data active means activity change below about -50%; inconclusive means mostly about -30% to -49%;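 further: -100% = wells without enzyme as full effect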
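ADP-Glo luminescence measured ADP generated by PI4K2A enzyme (4 ug/mL before mixing) with 1.2 mM PI substrate (pre-mix) and 300 microM ATP (pre-mix). Tris pH7.5 buffer with MgCl2, Triton X-100; 1 h reaction at ambient temperature.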
The depositor's hits bear a star; i = inactive; ? = inconclusive; / = not tested or not shown; [ ] = another dose, or the depositor's remark. Unless noted, the call rests on the fitted dose curve; in most records, active means well fitted curve in the direction sought with a large enough effect; inconclusive means small, poorly fitted or top-dose-only effect, or another doubt; inactive means no such curve, though single readings can be large; an effect the other way counts as inactive or inconclusive. Not all compounds are listed; count on the stated rates, not on these rows.

entry | Compound | GLS inhibitor | G9a block | Pin1 inhibitor | HP1b chromo inh | POLH inh
1 | COC(=O)c1ccc(CSc2nnc(NC(=O)C3CC(=O)N(Cc4ccc(C)cc4)C3)s2)cc1 (stereo not drawn) | 13% | 2%[59 µM] | 35%[activator] | 16% | ?
2 | Cc1cc(C)n2nc(C(=O)OC(C)C(=O)c3ccccc3)nc2n1 (stereo not drawn) | 9% | ? | -3% | 10% | -4%
3 | COc1ccccc1N1CCN(Cc2cc3c(cc2Br)OCCO3)CC1 | -15% | ? | 1% | -12% | -24%
4 | COc1ccc(C(=O)C2CCCN(Cc3cn(C)nc3-c3ccccc3)C2)cc1F (stereo not drawn) | 1% | -1% | 3% | 25% | -12%
5 | CCCC(C)C(=O)Nc1ccc(C(N)=O)cc1 (stereo not drawn) | -3% | 17%[12.7 µM] | -8% | 23% | -12%
6 | COc1ccc(NC(=O)C(C)n2nc(-c3cc(C)ccc3C)c3c(c2=O)CCCC3)cc1 (stereo not drawn) | 2% | -32%[59 µM] | 4% | 11% | -11%
7 | CCN(CC)S(=O)(=O)c1ccc(N2CCOCC2)c(NC(=O)COc2ccccc2)c1 | 0% | -32% | 3% | 49%[activator] | -12%
8 | COc1cc(N/C(N)=N/c2nc(C)cc(C)n2)c(OC)cc1Cl | 10% | 8% | 5% | 34% | -2%
9 | COc1ccc(-n2c(=O)c3ccccc3c3ccccc3c2=O)cc1 | 4% | 10µM* | -4% | 35% | -4%
10 | O=C(CCc1ccccc1)NCc1ccc2c(c1)CCN2C(=O)c1ccc(Cl)cc1 | -7% | 7%[59 µM] | -5% | 25% | -16%
11 | Cc1ccc(S(=O)(=O)N(C)c2ccc(C(=O)O)cc2)cc1 | 1% | ? | -5% | 57%[activator] | 10%
12 | O=C(O)c1cc2n(n1)C(C(F)(F)F)CC(C1CC1)N2 (stereo not drawn) | -15% | 5% | -3% | -8% | -34%
13 | Cc1ccc(C(=O)Nc2ccc(N3CCN(C)CC3)cc2)cc1 | 65%[activator] | / | -10% | 35% | -17%
14 | O=C(COC(=O)CCSc1ccc(Cl)cc1)NCc1ccco1 | 2% | -19% | -3% | 23% | -10%
15 | CCOc1ccc(NC(=O)CCC(=O)N/N=C2\CCCc3ccccc32)cc1 | 3% | 4% | -2% | 25% | -11%

entry | JMJD2A Tudor inh | BAZ2B block | PGK inhibitor | PI4K2A block
1 | -23% | -5% | 0% | 1
2 | -8% | 3% | -5% | -4
3 | ? | ? | -5% | -2
4 | -22% | -13% | 0% | 2
5 | 10% | -5% | -5% | -3
6 | -30% | -30% | 10% | -3
7 | 1% | 0% | 5% | -6
8 | -15% | -7% | i | 0
9 | 5% | -30% | 2% | -2
10 | 4% | -1% | -1% | -2
11 | 1% | -4% | -1% | 1
12 | -19%[11.4 µM] | -13% | -10% | 1
13 | -16% | -3% | -9% | 7
14 | -20% | ? | -3% | 5
15 | -5% | -13% | i | -1

Carrying on.
entry | Compound | GLS inhibitor | G9a block | Pin1 inhibitor | HP1b chromo inh | POLH inh
16 | COc1ccc(OC)c(NC(=O)c2nc(SCc3ccccc3F)ncc2Cl)c1 | 3% | 17%[59 µM] | 5% | 53%[activator] | -14%
17 | CCCCn1c(N)c(N(CCOC)C(=O)c2ccc(N3CCCC3=O)cc2)c(=O)[nH]c1=O | 6% | -4%[12.7 µM] | 0% | 29% | -3%
18 | CCOC(=O)c1c(C)[nH]c(C)c1C(=O)COC(=O)/C=C/c1cccc(C(F)(F)F)c1 | -2% | -17%[59 µM] | 10% | -6% | -29%
19 | O=C(NCc1ccc2c(c1)OCO2)c1cnc2ccccn2c1=O | 1% | -27% | 5% | 17% | -4%
20 | Cc1ccc2oc(C(=O)NC3CCS(=O)(=O)C3)cc(=O)c2c1 (stereo not drawn) | -3% | -3% | -1% | 20% | -10%
21 | O=C(CCCN1C(=O)/C(=C/c2cccs2)SC1=S)Nc1cccc(O)c1 | 12% | 28µM* | 24% | ? | -17%
22 | CCc1nnc(NC(=O)CSc2nnc(-c3c[nH]c4ccccc34)n2CC)s1 | 3% | 15% | -8% | 25% | -16%
23 | COc1ccc(CC(=O)Nc2nc3ccccc3s2)cc1S(=O)(=O)N1CCOCC1 | 58%[activator] | 11% | -2% | -18% | -12%
24 | CCCCN(C)c1nc(-c2ccco2)c2c(c1C#N)CC(C)(C)OC2 | 1% | 45µM* | ? | 32% | -2%
25 | O=C(NNS(=O)(=O)c1ccc(Br)cc1)c1cccs1 | -18% | -5%[0.501 µM] | -1% | -17% | -28%
26 | Cc1cccc([C@H](NC(=O)OC(C)(C)C)C(=O)OC(C)(C)C)c1 | 3% | 2%[0.501 µM] | 6% | 66%[activator] | -12%
27 | COc1cc(/C=C(/C#N)c2ccc(C)cc2)ccc1Oc1ccc([N+](=O)[O-])cn1 | 11% | ? | 13% | -8% | -9%
28 | CS(=O)(=O)N1CCN(C(=O)C2c3ccccc3Oc3ccccc32)CC1 | -5% | -44% | 8% | 16% | -5%
29 | Cc1ccc(S(=O)(=O)N2CCN(C(=O)CN3C(=O)NC(C)(c4ccc5ccccc5c4)C3=O)CC2)cc1 (stereo not drawn) | -3% | / | 17% | 18% | -22%
30 | CN(C(=O)CSc1nncn2c1cc1occc12)c1ccccc1 | 4% | -3%[59 µM] | -7% | 9% | -10%

entry | JMJD2A Tudor inh | BAZ2B block | PGK inhibitor | PI4K2A block
16 | -24% | -14% | -4% | -3
17 | -13% | 10% | i | -3
18 | -33% | -12% | 7% | 1
19 | -7% | 3% | -9% | 0
20 | -4% | -19% | -1% | -8
21 | 40µM* | ? | 8% | 4
22 | -8% | -3% | -4% | 5
23 | ? | -19% | -6% | 0
24 | 89µM* | 32% | 7% | -7
25 | -2% | 0% | i | 2
26 | 14% | 7% | -2% | -2
27 | -21% | -22% | -4% | 3
28 | -23% | 9% | i | -10
29 | -7% | / | -3% | 0
30 | -19% | -31% | 4% | -2

An excerpt of these results, with bars between the fields:
no. | smiles | GLS inhibitor | G9a block | Pin1 inhibitor | HP1b chromo inh | POLH inh | JMJD2A Tudor inh | BAZ2B block | PGK inhibitor | PI4K2A block
19 | O=C(NCc1ccc2c(c1)OCO2)c1cnc2ccccn2c1=O | 1% | -27% | 5% | 17% | -4% | -7% | 3% | -9% | 0
20 | Cc1ccc2oc(C(=O)NC3CCS(=O)(=O)C3)cc(=O)c2c1 (stereo not drawn) | -3% | -3% | -1% | 20% | -10% | -4% | -19% | -1% | -8
21 | O=C(CCCN1C(=O)/C(=C/c2cccs2)SC1=S)Nc1cccc(O)c1 | 12% | 28µM* | 24% | ? | -17% | 40µM* | ? | 8% | 4
22 | CCc1nnc(NC(=O)CSc2nnc(-c3c[nH]c4ccccc34)n2CC)s1 | 3% | 15% | -8% | 25% | -16% | -8% | -3% | -4% | 5
23 | COc1ccc(CC(=O)Nc2nc3ccccc3s2)cc1S(=O)(=O)N1CCOCC1 | 58%[activator] | 11% | -2% | -18% | -12% | ? | -19% | -6% | 0

Additional records
entry | Compound | GLS inhibitor | G9a block | Pin1 inhibitor | HP1b chromo inh | POLH inh
31 | O=C(NCC(c1ccco1)N1CCCC1)c1ccc(Cl)cc1 (stereo not drawn) | 18% | 5%[59 µM] | -3% | 11% | 1%
32 | COc1ccccc1CNC(=O)COc1ccccc1OC | 4% | -1%[59 µM] | 5% | 25% | 7%
33 | CCN(c1ccc(OC)cc1)S(=O)(=O)c1cc(-c2cc(C)no2)ccc1C(C)C | -5% | ? | 0% | 40%[activator] | -19%
34 | CCC(C)NC(=O)CSc1nc2cc(S(=O)(=O)N3CCOCC3)ccc2n1CC (stereo not drawn) | 12% | -34% | -1% | 18% | -14%
35 | Nc1c(C(=O)CSc2nnc(-c3ccccc3F)o2)c(=O)[nH]c(=O)n1C1CC1 | 5% | 1%[12.7 µM] | -10% | 28% | -13%
36 | CS(=O)(=O)Nc1cccc(C2=NN(C(=O)c3cccc(F)c3)C(c3cccs3)C2)c1 (stereo not drawn) | 6% | -1% | 0% | 21% | -6%
37 | Cc1ccc(-c2cc(-c3n[nH]c(=S)o3)c3ccccc3n2)cc1 | 31%[activator] | ? | 2% | 30% | ?
38 | CCN1C(=O)CC(N2CCC(Nc3ccc(OC)cc3)CC2)C1=O (stereo not drawn) | 32%[activator] | ? | 0% | 0% | -7%
39 | Cc1ccc(NC(=O)CSc2ncc(S(=O)(=O)c3ccccc3)c(=O)[nH]2)cc1C | 15% | 9% | -1% | 12% | -14%
40 | COCCn1c(C)cc(C(=O)COC(=O)C2CC(=O)N(CCc3ccc(OC)c(OC)c3)C2)c1C (stereo not drawn) | -10% | ? | 2% | 4% | -14%

entry | JMJD2A Tudor inh | BAZ2B block | PGK inhibitor | PI4K2A block
31 | -1% | 9% | -10% | 2
32 | 5% | 1% | 9% | 8
33 | -1% | 10% | i | -5
34 | -12% | -10% | -1% | -6
35 | -3% | -3% | -8% | -3
36 | -22% | -15% | 1% | -3
37 | ? | ? | -9% | 9
38 | -13% | -7% | -1% | -8
39 | -14% | 15% | -3% | 4
40 | -27% | ? | -3% | -4
